# Compound activity as filed in PubChem BioAssay.
# IkB sig inh = inhibitors of IkB signaling in ABC-DLBCL cells; ABC-DLBCL IkBa-CBG/CBR dual luciferase ratio, 4 h; response scale: scaled: untreated 0%, proteasome inhibitor 100%; Potency, µM (highest dose often 57.1 µM), without a hit: at the top dose IkBa stabilization activation; actives 0.04% (n = 110,000); active means well fitted curve in the direction sought with a large enough effect in the signal ratio, not every such curve was filed as active; inconclusive means small, poorly fitted or top-dose-only effect, or a change in a side signal; the % refers to the signal ratio;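 further: the direction sought is a rising ratio; 0% = basal untreated cells and 100% = reference inhibitor full response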
#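 Curves were fitted separately to fusion (green), unfused (red) and ratio luminescence, then classed by r2, magnitude and activity. Cells: OCI-Ly3, 4 h compound plus doxycycline at 37C; 10 uM MG-132 defined full response.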
# p53ts 32C kill = cytotoxicity in p53ts cells at permissive temperature; H1299-p53A138V at 32C, ATP luminescence viability, 24 h; Potency, µM (doses to about 46.1 µM), inactives show at the highest dose activity change, negative = cytotoxicity, usual class: cytotoxic; actives 0.93% (n = 130,000);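 further: 0% = DMSO and -100% = full killing by reference compound; nearly all actives have a fitted effect of over 55% in size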
#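 ATP-content luminescence (ATPlite) read-out after 24 h compound exposure at 32C in H1299-p53A138V cells (600/well). Tested up to 46 uM. Normalized to DMSO (0%) and 100 uM tamoxifen (100% killing); Hill-fit AC50.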
# Peg3 imprint = induces erasure of genomic imprints in mouse ES cells | mouse ES Peg3-LacZ reporter, beta-gal luminescence, 40 h | AID 1948 | Potency, µM (doses to about 60.7 µM), for the others: at the highest dose activity change, positive = activation, hits mostly activators | actives 0.02% (n = 110,000);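 further: 0% = negative control wells on the plate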
#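 Each well holds 300 Peg3LacZ-Neo (maternal) female ES cells incubated 40 h at 37C, 5% CO2. LacZ is measured by BetaGlo luminescence, with AC50 and maximum efficacy derived from dose-response curves.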
# p53ts 39C tox = cytotoxicity in p53ts cells at nonpermissive temperature; H1299-p53A138V viability at 39C, ATP luminescence, 24 h; Potency, µM (series often up to 46.1 µM), for inactives: at the top dose activity change, negative = cell killing, most hits filed as cytotoxic; actives 1.5% (n = 130,000); AID 902; further: nearly all actives have a fitted effect of over 55% in size
# The depositor's hits bear a star; ? = inconclusive; · = no result given; [ ] = remark or other dose. Unless noted, the call rests on the fitted dose curve; in most records, active means well fitted curve in the direction sought with a large enough effect; inconclusive means small, poorly fitted or top-dose-only effect, or another doubt; inactive means no such curve, though single readings can be large; an effect the other way counts as inactive or inconclusive. Unless noted, on the % scale 0 is the no-effect control and ±100 the full control effect; potency means the concentration at half of the fitted maximal effect. No enrichment for hits; any-hit rate near 1.8%.
molecule | IkB sig inh | p53ts 32C kill | Peg3 imprint | p53ts 39C tox
Cc1ccc(NC(=O)Cn2c(=O)n(Cc3ccccc3)c(=O)c3c(C)c(C)sc32)c(C)c1 | 1.3% | 11% | -16%[10.9 µM] | 15%
COc1cccc(NC(=O)CSc2nc3ccc(NC(=O)c4ccco4)cc3s2)c1 | 1.5% | ? | -30%[inhibitor][10.9 µM] | ?
CC(=O)Nc1ccc(NC(=O)Cn2cnc3c(cnn3C(C)(C)C)c2=O)cc1 | -0.9% | 15% | -7% | -6%
COC(=O)c1ccc(NC(=O)C(C)N2C(=O)c3ccccc3C2=O)cc1 (configuration not stated) | 0.5% | -7% | -3% | -7%
C=C(C)c1cccc(C(C)(C)NC(=O)NCC2COCCO2)c1 (configuration not stated) | · | 19% | · | 5%
CNS(=O)(=O)c1ccc(NC(=O)c2cnn3c(C(F)F)cc(-c4ccccc4)nc23)cc1 | -1.0% | 6% | 6%[10.9 µM] | 13µM*
O=C(NCCc1ccccc1)c1ccc2c(c1)N(Cc1ccccc1)C(=O)c1ccccc1S2(=O)=O | -2.1% | 16% | -11%[10.9 µM] | -13%
CC(=O)C[C@H](c1ccc([N+](=O)[O-])cc1)c1c(O)c2ccccc2oc1=O | -2.2%[25.6 µM] | 6%[20.6 µM] | -6%[16.8 µM] | 11%[20.6 µM]
COc1ccc(C(=O)NCC(c2cccnc2)N2CCc3ccccc32)cc1OC (configuration not stated) | ? | 4% | 14%[10.9 µM] | -18%
O=C(Nc1ccccc1)c1ccc(NCc2ccco2)c(S(=O)(=O)N2CCOCC2)c1 | 0.7% | 10% | -17% | 2%
O=C(NCc1ccccc1)/C(NC(=O)c1ccccc1)=C(/Sc1ccccn1)c1ccccc1 | · | 6% | · | 5%
COc1ccccc1N1CCN(c2ncccc2-c2nc(-c3ccc(Cl)cc3)no2)CC1 | ? | -10% | -15%[10.9 µM] | -20%
COc1cc(S(=O)(=O)N2CCOCC2)c(OC)c(S(=O)(=O)N2CCOCC2)c1 | -0.3% | 4% | -5% | 2%
COc1c2ccoc2c(OC)c2oc(=O)ccc12 | · | -3% | -11% | -8%
Cc1cc(C)c2c(CC(=O)N3CCN(c4cccc(Cl)c4)CC3)coc2c1 | ? | 9% | 19%[10.9 µM] | -3%
CCOC(=O)N1CCN(C(=O)c2ccc3nc(N4CCC(C)CC4)sc3c2)CC1 | -0.6% | -16% | -24% | -12%
O=C(NCCCn1ccnc1)C(F)(F)C(F)(F)C(=O)NCCCn1ccnc1 | -0.2% | -1% | ? | -2%
CC(=O)OC1CC[C@@]2(C)C3=CC(=O)[C@]4(C)C(CC5OC6(OCC(C)CC6Br)C(C)C54)C3CC[C@H]2C1 (some centres not stated) | · | -2% | 24% | 6%
Cc1ccc(NC(=O)Cn2cc3c(n2)CCCC3)c(Cl)c1 | -3.3% | -4% | 6%[10.9 µM] | -9%
COCCn1c(SCC(=O)Nc2ncc(Cl)c(C)c2Cl)nc2ccccc21 | 0.5% | -6% | -15% | -6%
O=C1c2ccccc2NC(c2ccc3c(c2)OCO3)N1O (configuration not stated) | -2.4% | ? | -42%[inhibitor] | -27%
CC1CN(c2oc(Cc3cccc4ccccc34)nc2C#N)CC(C)O1 (configuration not stated) | 3.4% | -3% | -2% | -3%
Cc1cc(C)c(C#N)c(SCC(=O)Nc2ccc(S(=O)(=O)Nc3onc(C)c3C)cc2)n1 | -0.5% | 7% | -2% | 14%
[N-]=[N+]=NCC1OC(n2cnc3c(=O)[nH]c(N)nc32)C(O)C1O (configuration not stated) | · | -10% | -3% | 8%
CC1=C(c2ccc(C)cc2)S(=O)(=O)N(Cc2ccc(C(=O)Nc3ccc(C)c(F)c3)cc2)C1=O | 0.1% | 2% | -10%[10.9 µM] | -29%
CCCC1CC(c2csc(N)n2)CCO1 (configuration not stated) | 0.9% | 6% | -6% | -15%
Cn1c(/N=C/c2ccc3c(c2)OCO3)nc2ccccc21 | -1.9% | -5% | -12% | -2%
O=C(Nc1c(C(=O)N2CCN(c3ccccc3)CC2)oc2ccccc12)c1ccccc1F | ? | 12% | -9%[10.9 µM] | 47%[activator]
CCOc1ccc(NC(=O)CCN2CCN(S(=O)(=O)c3cc(Cl)ccc3OC)CC2)cc1 | ? | 0% | -12% | 0%
O=C(CCCCCCN1C(=O)c2ccccc2C1=O)Nc1nccs1 | · | -14% | · | -7%
COc1ccc(C2=C(N3CCN(c4cccc(C)c4)C(C)C3)c3ccccc3C2=O)cc1 (configuration not stated) | ? | -4% | -53%[inhibitor][10.9 µM] | -27%
Cc1cccc(NC(=O)CSc2nc(-c3cccs3)cc(C(F)(F)F)c2C#N)c1C | -4.5% | 9% | -4%[10.9 µM] | -2%
O=c1c2ccccc2nc(SCc2cn3ccsc3n2)n1-c1ccc(F)cc1 | 0.6% | 2% | -16% | 1%
O=C(c1cccs1)N1CCCc2ccccc21 | 1.6% | 9% | -4% | -6%
O=C(c1cccs1)N1CCC(c2nc(-c3ccc(S(=O)(=O)N4CCOCC4)cc3)no2)CC1 | 1.1% | 4% | -18% | -18%
COc1cc2c(=O)n(CCC(=O)NCC3CCCO3)c(=O)n(CC(=O)Nc3c(C)cccc3C)c2cc1OC (configuration not stated) | 1.2% | 5% | -4%[10.9 µM] | -6%
COc1cccc(CNC(=O)c2cc3c(=O)oc4ccc(C)cc4c3s2)c1 | -1.1% | -16% | 6%[10.9 µM] | ?
O=C1CC(c2nnc(Cc3c(F)cccc3Cl)o2)CN1c1ccccc1 (configuration not stated) | -3.2% | 3% | -4%[10.9 µM] | 15%
COc1ccc2oc(=O)c(C(=O)NCCc3c(C)[nH]c4ccc(F)cc34)cc2c1 | ? | -11% | 5%[10.9 µM] | -21%
CCOc1ccc(C(=O)Nc2ccc3oc(-c4ccc(Br)cc4)nc3c2)cc1 | -1.4% | 2% | -6%[10.9 µM] | 29%

# Single records (already shown).
# CCOc1ccc(C(=O)Nc2ccc3oc(-c4ccc(Br)cc4)nc3c2)cc1 across the screens: IkB sig inh: -1.4%; p53ts 32C kill: 2%; Peg3 imprint: -6%[10.9 µM]; p53ts 39C tox: 29%
# CCCC1CC(c2csc(N)n2)CCO1 (configuration not stated) across the screens: IkB sig inh: 0.9%; p53ts 32C kill: 6%; Peg3 imprint: -6%; p53ts 39C tox: -15%

# (listing goes on)
molecule | IkB sig inh | p53ts 32C kill | Peg3 imprint | p53ts 39C tox
COc1ccc(N2CCN(CC(=O)Nc3cc(C)on3)CC2)cc1 | -0.9% | -2% | -9% | -3%
Cc1nnc(SCC(=O)NCc2cccs2)n1-c1ccccc1 | 0.0% | -2% | -10% | 1%
O=C(c1cc(-c2ccc(O)cc2)on1)N1CCc2ccccc2C1 | ? | 5% | -24% | 9%
CC(C)(CSc1nncn1N)NS(=O)(=O)c1ccc(Cl)cc1 | 1.6% | 8% | 4% | 11%
CCOc1cc(C(=O)OCc2cc(=O)n3c(C)csc3n2)cc(OCC)c1OCC | -0.1% | -1% | -10%[10.9 µM] | 1%
O=C(NCc1ccc2c(c1)OCO2)c1ccc(CS(=O)(=O)c2cccc(C(F)(F)F)c2)o1 | 0.5% | 9% | -13% | 9%
CCOC(=O)c1ccccc1NC(=O)CSc1ccccc1 | · | -4% | · | -7%
O=C(Cn1c(=O)c(C(F)(F)F)nc2ccccc21)Nc1ccc(Br)cc1F | 0.7% | 1% | 3%[10.9 µM] | -11%
COc1cccc(-n2ccn(CC(=O)c3ccc(F)cc3)c(=O)c2=O)c1 | ? | 3% | 4%[10.9 µM] | -6%
CCc1cccc(C)c1NC(=O)c1ccoc1C | -0.1% | 6% | 1% | 6%
CCOC(=O)C1=C(C)NC2=C(C(=O)CCC2)C1c1ccsc1 (configuration not stated) | -0.3% | 14% | -5% | 14%
Cc1cc(NC(c2cccnc2)c2c(C)[nH]c3ccccc23)no1 (configuration not stated) | 0.5% | 7% | -9% | 17%
CC1CCCC(C)N1C(=O)c1cccc2c1-c1ccccc1/C2=N/O (configuration not stated) | · | 3% | · | 15%
COc1ccc(CSC2=C(C#N)C(=O)NC3(CCCCC3)S2)cc1 | -0.6%[11.4 µM] | 3%[9.22 µM] | -18%[10.9 µM] | 7%[9.22 µM]
CCC(C)NC(=O)CCSc1nc(-c2ccc3c(c2)OCO3)cc(C(F)(F)F)n1 (configuration not stated) | 3.5% | 1% | 4%[10.9 µM] | -17%
COc1cc(OC)c(NC(=O)Nc2c(C)n(C)n(-c3ccccc3)c2=O)cc1Cl | 4.5% | 13% | -8%[10.9 µM] | 6%
O=C(NCCn1ccc2ccccc21)c1ccc(S(=O)(=O)N2CCCCC2)cc1 | -1.9% | -4% | -12% | 5%
CCCCN(CCCC)CCNC(=O)c1cn(C)c2ccc(S(=O)(=O)N3CCCC3)cc2c1=O | 2.1% | 8% | 10%[10.9 µM] | -2%
COc1ccc(/C=C/C(=O)Nc2sc(C)c(C)c2C(=O)O)cc1 | 96% | 2.5µM* | -12%[10.9 µM] | 13%
O=C(CSC1=NCCS1)Nc1ccnc2ccccc12 | ? | -8% | -24% | -4%
CCOC(=O)C(C)Sc1nnc(CNC(=O)c2ccc(OC)cc2)n1C1CCCCC1 (configuration not stated) | 0.0% | 17% | -20% | -6%
CC1(C)NC(=O)N(CCCOc2ccc(Br)cc2Cl)C1=O | -4.1% | -19% | -10% | -27%
O=C(NCCc1csc(-c2cccnc2)n1)c1ccccc1 | -1.0% | 5% | 21%[10.9 µM] | -25%
Cc1ccc(S(=O)(=O)c2nc(-c3ccc(F)cc3)oc2SCC(=O)NCC2CCCO2)cc1 (configuration not stated) | 9.3% | 3% | -8% | -6%
COc1cccc(OCc2cc(=O)n3c(-c4ccccc4)csc3n2)c1 | -0.2% | -13% | -20%[10.9 µM] | -21%
CCc1ccc(NC(=O)c2cc(S(=O)(=O)N3CCCCC3)c[nH]2)cc1 | 2.6% | -6% | -18%[10.9 µM] | -18%
COc1ccc2[nH]c(=O)c(CN(C(=O)c3cccc(Cl)c3)c3ccccc3OC)cc2c1 | ? | 6% | -11%[10.9 µM] | -27%
CCc1cccc(C)c1NC(=O)CSc1nc2ccccc2n1CC(=O)N(C)C | 0.5% | 7% | 4% | 13%
O=C(Nc1ccc(Oc2ccccc2)cc1)c1ccc(F)c(S(=O)(=O)N2CCN(c3ccccc3F)CC2)c1 | ? | 4% | -20%[10.9 µM] | -17%
Cc1nc2nc(C)c(CCC(=O)N3CCOCC3)c(C)n2n1 | -1.0% | -7% | 3% | 2%
O=C(O)c1cc2nc3c(c(C(F)(F)F)n2n1)CCc1ccccc1-3 | 2.4% | -1% | -12% | 4%
Cc1ccc(OCc2nnc(SCC(=O)N3CCOCC3)n2C)cc1 | -1.8% | -10% | 6% | -11%
O=C(CSc1nc2ccccc2o1)c1cc2ccccc2oc1=O | ? | -2% | -42%[inhibitor] | -6%
CCCCNc1sc(S(=O)(=O)CC)nc1S(=O)(=O)c1ccc(C)cc1 | 0.6% | 6% | -5%[10.9 µM] | 2%
CCOc1ccc(CCNCc2c(C(=O)O)n(Cc3ccc(C)cc3)c3cc(OC)ccc23)cc1 | ? | 38%[activator] | -17%[10.9 µM] | -4%
Cc1ccc2c(COC(=O)C3=COCCO3)cc(=O)oc2c1 | 0.4% | -11% | -4% | -2%
CC(Oc1ccc(Cl)cc1Cl)C(=O)NC(=S)N1CCc2ccccc21 (configuration not stated) | · | 19% | · | ?
Cc1cc2c(cc1S(=O)(=O)NCc1ccccc1)OCC(=O)N2 | 11% | 3% | -9%[10.9 µM] | 8%
COc1ccc(CNC(=O)Cn2ccc3cc(S(=O)(=O)N4CCCCC4)ccc32)cc1OC | ? | 0% | -7%[10.9 µM] | -7%
COc1ccc(-c2nc(CCNC(=O)Cc3ccc(F)cc3)cs2)cc1 | 0.3% | -2% | 12%[10.9 µM] | ?
COc1ccc(-c2nnc(SCc3ccccn3)n2C)cc1 | · | -7% | · | 1%
Cc1ccc(-c2nn(CC(=O)NCc3ccco3)c(=O)c3ccccc23)cc1 | -0.5% | 6% | -2% | 5%
CN(C(=O)Cn1c(=O)n(Cc2ccc(C(=O)NCc3ccc4c(c3)OCO4)cc2)c(=O)c2ccccc21)c1ccccc1 | 4.0% | 8% | -4%[10.9 µM] | 22%
